HCV NS3 hel inh: inhibitors of HCV NS3 helicase, primary screen, biochemical, Cy5 molecular beacon fluorescence; 290,000 compounds, 0.56% hits; NS3 helicase DNA unwinding; inhibition, % at 10.9 µM; AID 1800, 2009;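 active = inhibition above the mean of all tested compounds plus 3 SD, set per campaign, cut at about 35% in these data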;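 also: 0% = DMSO wells and 100% = thioflavine S control wells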
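Compound dosing – single dose, 10.9 µM nominal final, DMSO 0.8% final · System – NS3 helicase fragment of HCV · Buffer or medium – MOPS pH 6.5, MgCl2, DTT, Tween20, BSA · Signal – Cy5 beacon fluorescence read at start and 1 h · Also added – annealed dual-labelled DNA beacon duplex, ATP-started · Schedule – 1 h at 25 °C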
VIM-2 inhibitor: VIM-2 metallo-beta-lactamase inhibitors, primary screen, biochemical, epi-absorbance readout, Pseudomonas aeruginosa enzyme | inhibition, % at 5.6 µM | purified VIM-2, nitrocefin hydrolysis, epi-absorbance fluorescence | 290,000 compounds, 0.89% hits | AID 1527, 2009;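 active = inhibition above the mean of all tested compounds plus 3 SD, cutoff set per screening run, cut at about 7.5% in these data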;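 also: red hydrolysis product quenches plate fluorescence so inhibitors raise well fluorescence; 0% = enzyme with DMSO and 100% = DMSO without enzyme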
GalR3 antag: GalR3 antagonists in HEK293 cells, primary screen, cell-based, fluorescence readout; HEK293 GalR3-CNG cAMP membrane potential fluorescence; galR3 body fused to GalR1 C-terminus; inhibition, % at 3 µM; 360,000 compounds, 0.44% hits; AID 651719, 2012;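 active = inhibition above the screen-wide average plus 3 SD, cut at about 13% in these data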;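 also: forskolin and galanin both at EC90 stimulate the cells; cAMP rise reported by CNG channel membrane potential dye signal; 0% = forskolin plus galanin with DMSO and 100% = forskolin alone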
CRFBP-R2 block: antagonists of CRF-BP/CRF-R2 complex, primary screen, cell-based, HEK293, calcium dye fluorescence, uHTS. inhibition, % at 11.8 µM. AID 588475, 2011. 350,000 compounds, 0.59% hits. CRF-induced calcium fluorescence;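 active = inhibition of the ligand-induced calcium signal above about 50% at the single tested concentration, limit read from the data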
IDE cell inh: human IDE inhibitors in live cells, primary screen, fluorescence polarization, HEK cells, FAbetaB substrate; 320,000 compounds, 0.41% hits; Insulin-degrading enzyme (Homo sapiens), P14735; FAbetaB cleavage; inhibition, % at 5.59 µM;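 active = percent inhibition above the average of all tested compounds plus 3 SD, set per screening campaign, cut at about 16% in these data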;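 also: IDE supplied by intact live HEK cells; FP after avidin binding of uncleaved biotin substrate so inhibition keeps polarization high; 0% = DMSO wells and 100% = 60 µM reference IDE inhibitor Ii1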
IDE cell activ: human IDE activators in live cells, primary screen, fluorescence polarization, HEK cells, FAbeta-B substrate; FAbeta-B cleavage; 0% vehicle, 100% cell-free pure enzyme wells; 340,000 compounds, 0.073% hits; Insulin-degrading enzyme (Homo sapiens), P14735; activation, % at 5.96 µM;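 active = activation above the mean of all tested compounds plus 3 SD, set per screening campaign, cut at about 17% in these data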
UBC9 SUMO inh: inhibitors of in vitro SUMOylation cascade, primary screen, biochemical, HTRF, uHTS; SUMO-conjugating enzyme UBC9 (Homo sapiens), P63279; HTRF SUMOylation assay, SAE1/SAE2 + UBC9; 290,000 compounds, 0.36% hits; inhibition, % at 35 µM; in the data active = inhibition above about 50%, passing the limit was not always enough; also: strong numbers were not always called active
IMP-1 inh: IMP-1 metallo-beta-lactamase inhibitors, primary screen, biochemical, epi-absorbance readout, Pseudomonas aeruginosa enzyme; metallo-beta-lactamase IMP-1 (Pseudomonas aeruginosa); purified IMP-1, nitrocefin hydrolysis, epi-absorbance fluorescence; inhibition, % at 5.6 µM; 290,000 compounds, 0.45% hits; AID 1556, 2009;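 active = inhibition above the mean plus 3 SD of all compounds in the same screening run, cut at about 4.5% in these data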;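 also: 0% = IMP-1 with DMSO and 100% = DMSO wells lacking enzyme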
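System: Purified IMP-1 | Read-out basis: Percent enzyme inhibition | Controls: IMP-1 with DMSO as 0%, enzyme-free DMSO as 100% | Replicates: One well per compound | Doses: 5.6 µM nominal single concentration | Detection: Epi-absorbance fluorescence, 480 nm excitation, 530 nm emission | Incubation: 25 °C, 15 min preincubation, 25 min reaction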
p-CIP stab down: p/CIP-EGFP fusion destabilizers, primary screen, fluorescence, F442A cells; 290,000 compounds, 0.01% hits; 16 h; decrease of EGFP signal, % at 10 µM;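 active = EGFP signal decrease of at least 30% at 10 µM or well 3 SD below plate mean, unless failing retest; inactive = the rest, including hits failing retest or dose response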; also: some compounds called inactive have numbers as strong as hits; many of its hits are not listed in these tables
Target sequence (Q05BA5 1-1403): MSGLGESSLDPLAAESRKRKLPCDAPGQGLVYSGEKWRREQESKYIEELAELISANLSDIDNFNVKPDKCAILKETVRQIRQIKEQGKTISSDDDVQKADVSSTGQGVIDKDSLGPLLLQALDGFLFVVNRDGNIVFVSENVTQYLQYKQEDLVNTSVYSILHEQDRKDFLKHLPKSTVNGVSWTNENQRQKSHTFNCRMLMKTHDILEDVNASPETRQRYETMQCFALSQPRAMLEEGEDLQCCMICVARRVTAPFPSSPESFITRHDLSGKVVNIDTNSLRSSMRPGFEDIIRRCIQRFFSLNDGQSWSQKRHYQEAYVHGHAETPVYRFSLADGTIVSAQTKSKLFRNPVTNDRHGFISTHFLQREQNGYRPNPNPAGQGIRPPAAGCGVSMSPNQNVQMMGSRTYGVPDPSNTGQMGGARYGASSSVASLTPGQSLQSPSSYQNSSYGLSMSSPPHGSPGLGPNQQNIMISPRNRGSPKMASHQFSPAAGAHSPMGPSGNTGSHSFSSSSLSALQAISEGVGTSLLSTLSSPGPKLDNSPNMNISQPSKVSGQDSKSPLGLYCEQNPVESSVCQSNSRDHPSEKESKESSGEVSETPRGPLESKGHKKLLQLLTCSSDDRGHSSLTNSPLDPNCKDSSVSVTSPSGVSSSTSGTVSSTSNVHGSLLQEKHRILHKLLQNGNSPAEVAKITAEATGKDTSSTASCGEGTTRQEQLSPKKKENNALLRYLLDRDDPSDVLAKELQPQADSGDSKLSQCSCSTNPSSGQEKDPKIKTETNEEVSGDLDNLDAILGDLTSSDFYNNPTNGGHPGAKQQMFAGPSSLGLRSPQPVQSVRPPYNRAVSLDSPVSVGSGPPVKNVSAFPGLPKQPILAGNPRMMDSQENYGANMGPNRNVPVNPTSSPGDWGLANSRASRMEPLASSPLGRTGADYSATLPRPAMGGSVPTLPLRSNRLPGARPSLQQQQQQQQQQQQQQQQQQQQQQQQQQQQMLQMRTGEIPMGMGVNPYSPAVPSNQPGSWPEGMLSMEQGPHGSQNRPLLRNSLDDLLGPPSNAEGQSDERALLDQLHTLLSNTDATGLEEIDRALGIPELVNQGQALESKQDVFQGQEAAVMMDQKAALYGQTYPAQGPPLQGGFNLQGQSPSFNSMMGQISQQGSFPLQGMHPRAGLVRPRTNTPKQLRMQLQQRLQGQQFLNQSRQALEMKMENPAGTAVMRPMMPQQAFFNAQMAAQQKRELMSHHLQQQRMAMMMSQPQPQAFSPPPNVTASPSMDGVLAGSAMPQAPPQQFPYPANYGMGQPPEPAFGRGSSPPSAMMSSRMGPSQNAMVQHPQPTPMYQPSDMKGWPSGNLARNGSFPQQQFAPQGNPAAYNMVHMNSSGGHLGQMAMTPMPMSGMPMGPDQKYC
Numbers without * were called inactive; nt = not tested or not shown.

SMILES	HCV NS3 hel inh	VIM-2 inhibitor	GalR3 antag	CRFBP-R2 block	IDE cell inh	IDE cell activ	UBC9 SUMO inh	IMP-1 inh	p-CIP stab down
Cc1cc2cc3c(cc2nc1SCC(=O)OC(C)C)OCCO3	4	-6.3	-1	-5	2	1	-9	-3.0	0
C=CCn1nc(-c2ccccc2)c(N2CCCCC2)cc1=O	-6	-3.0	-9	-9	0	-2	17	-2.8	-6
COc1ccc(NC(=O)c2ccc(N3C(=O)C4CC=C(C)CC4C3=O)cc2)c(OC)c1 (centres undefined)	-3	-2.5	-9	15	-4	-1	-12	-2.0	5
O=C(Cn1c(=O)c2cccn2c2ccccc21)Nc1cc(F)ccc1F	30	-5.0	2	-17	5	5	19	-2.0	-13
O=C(NCCN1C(=O)S/C(=C/c2cccnc2)C1=O)C1CC(=O)N(Cc2ccccc2)C1 (centres undefined)	0	-6.1	7	0	3	-7	2	-2.3	-4
COC(CNC(=O)c1ccc2c(c1)nc(C)n2-c1cc(C)cc(C)c1)OC	-5	-0.1	2	0	8	2	-8	-1.4	8
CC1=C(C(=O)N2CCCCC2)C(c2cccs2)C2=C(CCCC2=O)N1 (centres undefined)	5	-3.7	-2	-10	1	3	8	-2.6	-9
Cc1ccsc1C(=O)OCc1cc(=O)n2ccsc2n1	nt	nt	-5	-9	3	-4	nt	nt	nt
COc1ccc(/C=C(\C#N)C(=O)OCC(=O)NCc2ccccc2OC)cc1	nt	nt	0	16	3	3	nt	nt	nt
Oc1ccc(Br)cc1/C=N/n1c(COc2ccccc2)n[nH]c1=S	20	-6.4	-9	-1	nt	1	3	-0.9	-8
Nc1cccc(Nc2nc(OC(C(F)(F)F)C(F)(F)F)nc(OC(C(F)(F)F)C(F)(F)F)n2)c1	-11	-2.4	-6	12	4	-2	-5	-2.1	-7
Cc1ccc(CSCC(=O)NCCc2ccccc2)cc1	9	-2.3	3	21	-2	0	8	-2.7	10
CCCCOC(=O)c1cc(C)nc2ccc(Br)cc12	4	-4.2	-1	-18	-7	6	-5	-2.3	-2
O=C(C1CCN(S(=O)(=O)N2CCC3(CC2)OCCO3)CC1)N1CCN(Cc2ccccc2)CC1	-4	-3.0	0	4	-4	-1	18	-1.6	-6
Cc1cc(C)cc(NC(=O)OCCN2CCN(Cc3ccccc3)CCC2=O)c1	0	-0.9	-7	7	-2	0	4	-0.2	5
CCCn1nnnc1NCc1ccc(N2CCCC2)cc1	2	-4.1	-6	-6	0	4	-20	-2.4	4
CN(CC(=O)Nc1nc2ccccc2s1)S(=O)(=O)c1ccc(Br)cc1	-19	-2.3	-4	-50	7	-4	-7	-3.1	-3
CCOC(=O)C1CCN(C(c2ccc(OC)c(OC)c2)c2sc3nc(C)nn3c2O)CC1 (centres undefined)	1	-2.3	nt	22	5	-1	-6	-3.5	-4
CON/C=N/C(=S)Nc1ncc(C(F)(F)F)cc1Cl	2	-3.6	-4	-32	-4	-1	-7	-3.2	-11
Nc1c(C(=O)O)sc2nc(-c3ccccc3)cc(-c3ccc(Cl)cc3)c12	21	-2.8	-8	-4	-1	0	18	-3.5	8
CCOC(=O)c1c(Cc2cccc(Cl)c2)c[nH]c1C	-14	1.6	-5	12	-6	1	-12	1.3	-14
CCCNC(=O)c1ccc(N2CCC3(CC2)CC(c2ccccc2)=NO3)c(NC(=O)Cc2ccc(F)cc2)c1	-24	-1.4	-3	-5	-3	3	-7	9.9*	-6
S=C(NCc1ccncc1)Nc1ccccc1	-8	-1.8	1	-4	1	-3	12	-2.0	-9
CCCCC(=O)Nc1ccc(C(=O)N2CCN(c3ccccc3OC)CC2)cc1	-3	-0.2	-7	35	11	-2	2	-1.6	-3
CC(=O)Nc1ccc(NC(=O)C(NS(=O)(=O)c2ccc3c(c2)OCCO3)C(C)C)cc1 (centres undefined)	nt	nt	-3	2	5	-3	nt	nt	nt
O=C(CSC(=S)N1CCCC1)N1CCN(S(=O)(=O)c2ccccc2F)CC1	nt	nt	1	2	-3	2	nt	nt	nt
CC(OC(=O)c1ccc(-n2cnnn2)cc1)C(=O)Nc1ccc(F)c(F)c1F (centres undefined)	nt	nt	-5	11	-2	5	nt	nt	nt
CCOC(=O)c1sc2nc(COC(=O)c3c(F)cccc3F)[nH]c(=O)c2c1C	10	-2.9	-4	-17	-4	1	5	-1.4	2
CCOC(=O)NN1C(=O)c2ccccc2NC1C (centres undefined)	-4	-1.4	-5	15	-2	4	24	-3.1	-3
CCC(=O)Nc1ccc(Cl)c(NC(=O)c2cccc(OC)c2)c1	1	0.0	-2	-13	7	3	15	-0.6	8
O=C(c1cc2cccc([N+](=O)[O-])c2oc1=O)N1CCOCC1	-2	-0.6	0	-1	-7	10	16	-2.6	-1
CCCCc1ccc(-c2c(C#N)c(N)nc3c2CCCC3)s1	4	-3.6	-4	10	6	-1	12	-1.8	1
CCc1ccc(-c2cc(N)n(-c3ccccc3)n2)cc1	7	-3.1	-6	-9	nt	4	-24	-2.3	2
CCOC(=O)c1ccc(NC(=O)C2=C(C)Nc3nc(CCCO)nn3C2c2cccc(C)c2)cc1 (centres undefined)	2	-3.7	-2	-8	2	2	6	-4.5	-7
N#C/C(=C\Nc1ccc2c(c1)OCCO2)c1nc(-c2ccccc2)cs1	7	-1.6	-6	-8	0	4	-5	-0.5	-6
O=C(COc1ccccc1F)NCC(c1ccco1)N1CCCC1 (centres undefined)	0	0.6	-6	-5	3	5	5	-4.0	-6
Cc1onc(-c2ccccc2)c1C(=O)Nc1ccon1	1	-2.2	-7	-3	1	3	4	-2.1	-5
CC(=O)Nc1ncc(Cc2ccc(Cl)cc2Cl)s1	-8	-2.4	-8	4	3	1	-5	-3.7	16
COc1ccc([C@H]2CC(=O)C=C(c3ccc(-c4ccccc4)c(F)c3)C2)cc1	nt	nt	-5	-2	2	-2	nt	nt	nt
Cc1cc(C(=O)O)cc(S(=O)(=O)Nc2c(C)nn(C)c2C)c1C	nt	nt	-1	0	-3	-7	nt	nt	nt
Cc1ccc(/C=N/NC(=O)Cc2c[nH]c3ccccc23)c(C)c1	-8	-0.2	-4	3	3	3	12	-1.3	7
CC1CN(Cc2ccc(C#N)cc2Cl)CC(C)O1 (centres undefined)	9	-2.2	-3	20	1	2	0	-5.5	-10
Nn1c(COc2ccccc2F)nnc1SCC(=O)NC1CC1	nt	nt	-5	6	6	6	nt	nt	nt
Cc1nc(-c2ccc(Cl)cc2)sc1C1(C)CC(c2ccc(C#N)cc2)=NO1 (centres undefined)	nt	nt	-4	4	-2	-4	-8	nt	-15
Cc1onc(-c2ccccc2)c1C(=O)N=C(N)c1ccc(C(F)(F)F)cc1	5	-4.2	-1	-3	14	nt	13	-0.6	1
Cc1cc2cc(C)c(NCCNC(=O)c3ccccc3Cl)nc2cc1C	-51	2.6	-6	-30	-4	4	-9	-2.7	-3
N#Cc1ccc(OCC(O)CS(=O)(=O)c2ccccc2)cc1 (centres undefined)	-4	-2.7	-2	4	-2	3	13	-3.3	-4
C=CCn1c(C)csc1=Nc1ccccc1C	5	-1.1	-6	24	4	3	-9	-2.9	-4
Cc1cccc(N2CCN(C(=O)C3CCN(S(=O)(=O)c4cnc[nH]4)CC3)CC2)c1C	0	-0.8	-1	-2	9	-16	-11	-0.9	0
CCS(=O)(=O)N1CCN(Cc2ccccc2OC)CC1	1	-2.0	2	12	4	-2	-9	-3.4	-20
Cc1nnc(SCC(=O)NC(C)(C)C)n1NCc1cccc(Br)c1	-1	-1.6	-3	2	6	4	-2	-4.5	-12
COc1ccc(C(=O)COC(=O)COc2ccc(C)c(C)c2)cc1	-23	-1.0	nt	17	3	6	-4	-2.0	-17
CC1=NN(C(N)=S)C(=O)C1N=Nc1ccccc1O (centres undefined)	42*	0.9	-6	4	4	0	1	-1.8	6
CCOC(=O)c1nnn(CC(=O)NC(=O)Nc2ccccc2)c1C(=O)OCC	-5	-0.6	-5	1	1	2	8	0.8	-2
CCn1c(=O)c([N+](=O)[O-])c(NCCc2ccccc2)c2ccccc21	0	-4.0	nt	-2	0	3	-5	-1.0	-14
CN(C)C(=O)c1ccc(NC(=O)c2sccc2-c2ccccc2)cc1	-1	-1.9	-3	-1	-4	3	17	-5.7	-4
O=C(O)CCc1ccc(-c2ccc(Br)cc2)n1NC(=O)c1ccc([N+](=O)[O-])cc1	1	-1.4	-2	8	-1	4	16	0.5	-8
CSCC(=O)N1CCC(n2nccc2NC(=O)c2ccc3c(c2)OCO3)CC1	-5	-2.9	1	-9	2	3	5	-2.6	-9
C=CCSc1nnc2c(n1)-c1cccc3cccc-2c13	nt	nt	-4	-5	-2	-2	nt	nt	nt
COc1ccc(NC(=O)c2cc3c(-c4ccc(OC)c(OC)c4)nn(C)c3s2)cc1OC	-1	-1.8	1	20	6	-7	1	-2.2	-15

Records listed above that bear a hit mark in HCV NS3 hel inh:
SMILES	HCV NS3 hel inh	VIM-2 inhibitor	GalR3 antag	CRFBP-R2 block	IDE cell inh	IDE cell activ	UBC9 SUMO inh	IMP-1 inh	p-CIP stab down
CC1=NN(C(N)=S)C(=O)C1N=Nc1ccccc1O (centres undefined)	42*	0.9	-6	4	4	0	1	-1.8	6

Continued:
SMILES	HCV NS3 hel inh	VIM-2 inhibitor	GalR3 antag	CRFBP-R2 block	IDE cell inh	IDE cell activ	UBC9 SUMO inh	IMP-1 inh	p-CIP stab down
CCOC(=O)CSc1nc(-c2ccccc2)nc2ccc(F)cc12	4	-2.3	-3	-15	2	4	12	-4.7	-14
CCn1c(SC(=O)NC2CCCCC2)nnc1-c1cccs1	3	11*	-4	-21	3	-2	18	-4.0	-2
CC(=O)CCc1c(C)c2cc(C)ccc2[nH]c1=O	19	0.8	-1	-4	6	8	6	-1.5	-5
O=C(CCSCCC(=O)NCc1cccs1)NCc1cccs1	-3	-0.3	-1	8	-4	8	-3	-2.2	10
Cc1noc(C)c1NC(=O)Nc1cccc2c1O[C@H](CN(C)S(=O)(=O)c1ccccc1)[C@@H](C)CN([C@H](C)CO)C2=O	nt	nt	-4	7	0	-2	nt	nt	nt
CCC(C)[C@H]1CNCCN1CCCc1cc(OC)c(OC)c(OC)c1 (some centres undefined)	nt	nt	-7	-2	1	7	nt	nt	nt
CCOC(=O)CC(NC(C)=O)c1ccc([N+](=O)[O-])cc1 (centres undefined)	2	-2.2	-2	15	1	6	-8	-3.6	2
CC1C(=O)Nc2ccc(S(=O)(=O)NCc3ccc(Cl)cc3)cc2NC1=O (centres undefined)	6	-1.7	nt	-50	-1	3	2	-2.0	-4
